High-throughput results deposited in PubChem BioAssay by National Center for Advancing Translational Sciences (NCATS).
S3 lipid droplet: qHTS Assay for Lipid Storage Modulators in Drosophila S3 Cells; Drosophila S3 cells, BODIPY lipid droplet fluorescence, 18-24 h; cells fed with added oleic acid; actives 0.64% (n = 320,000); Potency in µM for hits, for the others lipid storage change, negative = inhibition, % at the top dose, mostly 46.1 µM; active means well fitted inhibition curve with a large enough effect in the signal ratio, with a control signal flat, not every such curve was filed as active; inconclusive means small, poorly fitted or top-dose-only effect, or effect the other way, or a change in a side signal; the % refers to the signal ratio
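Laser-scanning cytometry quantifies lipid droplet accumulation (500–530 nm total intensity; droplet/cell object ratio) in oleic acid-fed (400 uM added) Drosophila S3 cells treated with a concentration series. 20 uM Triacsin C defined 100% inhibition.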
S3 lipid droplet cell count max: second read-out of S3 lipid droplet, no call of its own (marks repeat the call); cell number change, %; measured here: cell count max response;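 cells counted by Cell Tracker Red CMTPX staining in the red channel; peak over a dose series mostly up to 46.1 µM; percent activity relative to internal control wells on each plate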
* hit, by the source's call; i = inactive; ? = inconclusive; · = no result given. On the % scale 0 is the no-effect control and ±100 the full control effect; potency means the concentration at half of the fitted maximal effect. The list is partial; the hit share may differ from the screen's.

Fields – S3 lipid droplet	S3 lipid droplet cell count max
FC(F)(F)c1cccc(NC(=S)Nc2ccc(Cl)cc2Cl)c1
  ?	·
COc1ccccc1C(=O)NC(CCSC)C(=O)OC(C)C(=O)NC1CC1 (stereo not drawn)
  i	19
NC(=O)c1ccsc1NC(=O)COC(=O)c1cc(=O)[nH]c2ccccc12
  2%	·
CCC(C)NC(=O)C1=C(C)C(=O)OC12CCC(C)CC2 (stereo not drawn)
  ?	·
COc1cc(-c2noc(C)c2/C=C/c2cccc([N+](=O)[O-])c2)cc(OC)c1OC
  i	4
O=C(N/N=C\CCc1ccccc1)c1ccco1
  ?	·
O=C(CN1CCN(C(=O)c2c(F)cccc2F)CC1)Nc1ccccc1F
  -5%	-28
Cc1ccn(CCC(=O)NC2CCCc3c2cnn3-c2cccc(C)c2C)n1 (stereo not drawn)
  ?	·
Cc1ccc(-n2ncc3c(NCCCn4ccnc4)ncnc32)c(C)c1
  i	·
CCn1ncc([N+](=O)[O-])c1C(=O)NC1CCCCC1
  ?	·
O=C(CCS(=O)(=O)c1ccc(F)cc1)Nc1nnc(-c2ccc(F)cc2)o1
  ?	·
O=C(CN1C(=O)C(=O)N(C2CCCC2)C1=O)Nc1ccc(Cl)cc1C(F)(F)F
  ?	·
O=C(O)Cc1ccc(NC(=O)Cc2ccc3ccccc3c2)cc1
  ?	·
COCCOc1ccc(C(F)(F)F)cc1NC(=O)COC(=O)C12CC3CC(CC(O)(C3)C1)C2
  -16%	2
O=C(NS(=O)(=O)Oc1cccc(Cl)c1Cl)OC[C@@H]1CCCN2CCCCC12 (stereo partly drawn)
  -5%	-10
Cc1ccc(S(=O)(=O)N2CCCCCC2)cc1[N+](=O)[O-]
  -26%	-8
COc1ccc(OC)c(NC(=O)CSc2nc3ccccc3cc2Cc2ccccc2)c1
  -5%	-2
Nc1ccn([C@@H]2O[C@H](CO)[C@@H](O)C2O)c(=O)n1 (stereo partly drawn)
  2%	20
CCc1ccc(NC(=O)CSCCN2C(=O)c3ccccc3C2=O)cc1
  ?	·
O=C(Nc1ccc(N2CCCC2)c(Cl)c1)c1ccc([N+](=O)[O-])cc1
  ?	·

Three compounds from above, ordered by their value in S3 lipid droplet cell count max, low to high.
Fields – S3 lipid droplet	S3 lipid droplet cell count max
O=C(NS(=O)(=O)Oc1cccc(Cl)c1Cl)OC[C@@H]1CCCN2CCCCC12 (stereo partly drawn)
  -5%	-10
Cc1ccc(S(=O)(=O)N2CCCCCC2)cc1[N+](=O)[O-]
  -26%	-8
COc1ccc(OC)c(NC(=O)CSc2nc3ccccc3cc2Cc2ccccc2)c1
  -5%	-2

The list continues.
Fields – S3 lipid droplet	S3 lipid droplet cell count max
Cc1ccnc(NS(=O)(=O)c2ccc(NC(=O)CC(C)c3ccccc3)cc2)n1 (stereo not drawn)
  ?	·
CC(C)Cn1c(N)c(C(=O)COC(=O)CN2C(=O)C3CC=CCC3C2=O)c(=O)n(C)c1=O (stereo not drawn)
  ?	·
COc1cccc(NC(C)C(=O)N2CC(C)OC(C)C2)c1 (stereo not drawn)
  ?	·
COc1ccc(S(=O)(=O)NCC(=O)NC2CC2)cc1OC
  -23%	7
CC(C)(CNc1ccc([N+](=O)[O-])cc1Cl)CNS(C)(=O)=O
  i	·
COc1ccccc1N1CCN(C2CCCN(C(=O)CCc3ccccn3)C2)CC1 (stereo not drawn)
  ?	·
COc1ccc(CN2CCN(C(=O)C3CCC(CNS(=O)(=O)c4ccccc4)CC3)CC2)c(OC)c1OC (stereo not drawn)
  ?	·
Cc1cccc(C)c1NC(=O)N1CCC(N2CCCCC2)CC1
  -9%	-2
CC(=O)C1=C(O)C(=O)N(Cc2ccccc2)C1c1cccs1 (stereo not drawn)
  ?	·
O=c1c2[nH]c3ccccc3c2ncn1C1CCCCC1
  ?	·
Cc1ccc(C(=O)N2CCSC2=S)cc1
  -16%	1
Cc1cc(C)nc(NC(=O)CSc2nc3ccccc3s2)n1
  ?	·
O=C1[C@@H]2[C@H](C(=O)N1O)[C@H]1C=C[C@@H]2C1
  -15%	-20
O=C(NNS(=O)(=O)c1ccc([N+](=O)[O-])cc1)c1ccc2ccccc2c1O
  i	-6
COc1ccc(NC(=O)Cn2c(=O)oc3cc(Cl)ccc32)c(OC)c1
  ?	·
O=C(N/N=C/c1ccc[nH]1)c1ccncc1
  ?	·
CCOc1ccc(OCC)c(NC(=O)CSc2nc3c(c(=O)n(C)c(=O)n3C)n2CC)c1
  ?	·
O=C(NNC(=S)Nc1ccc(Cl)c(Cl)c1)c1ccccn1
  -23%	-16
O=C(N/N=C/c1cccs1)c1c[nH]c2ccccc12
  -10%	-13
Cc1ccc(NC(=O)CC(=O)NCCN2CCOCC2)cc1
  12%	25

In the list so far, these have an aryl thioether with sulfur outside any ring.
Fields – S3 lipid droplet	S3 lipid droplet cell count max
COc1ccc(OC)c(NC(=O)CSc2nc3ccccc3cc2Cc2ccccc2)c1
  -5%	-2
Cc1cc(C)nc(NC(=O)CSc2nc3ccccc3s2)n1
  ?	·
CCOc1ccc(OCC)c(NC(=O)CSc2nc3c(c(=O)n(C)c(=O)n3C)n2CC)c1
  ?	·

Next compounds:
Fields – S3 lipid droplet	S3 lipid droplet cell count max
Cn1nc(C(=O)NCC2COc3ccccc3O2)c2ccccc2c1=O (stereo not drawn)
  -2%	4
COc1ccc(CCNC(=S)NC2CCN(Cc3ccccc3)CC2)cc1
  19%	29
Clc1ccc(/C=N/Nc2nc(Cl)nc3ccccc23)cc1
  ?	·
FC(F)(F)c1ccncc1-c1nnnn1-c1ccc(Cl)cc1
  -2%	8
Cc1ccc([N+](=O)[O-])cc1S(=O)(=O)Nc1ccc(N2CCOCC2)cc1
  ?	·
C=CCn1c(CNC(=O)c2cccs2)nnc1SCC(=O)Nc1ccc(C(=O)O)cc1
  i	27
Cc1ccccc1-c1nsc(SCC(=O)c2ccc(Cl)cc2)n1
  6%	6
COCCNC(=O)CCn1nc(-c2ccc(Cl)cc2)ccc1=O
  0%	-24
CC(=O)Nc1ccc(S(=O)(=O)N(C)CC(=O)OCC(=O)NNC(=O)c2ccccc2F)cc1
  ?	·
Cc1ccc(C2=NCCn3c2c2ccc([N+](=O)[O-])cc2[n+]3[O-])cc1
  0.58µM*	-26*
Cc1cc(C)cc(C(=O)N[C@@H](C)C(=O)N2CCC3(CC2)NCCc2[nH]cnc23)c1
  ?	·
CCn1cc(CCC(=O)NC(C)c2ccccc2)c2ccccc21 (stereo not drawn)
  ?	·
CCN(CC(=O)Nc1cccc(F)c1)Cc1nc2ccccc2c(=O)[nH]1
  ?	·
CN(Cc1ccc2c(c1)OCO2)C(=O)c1cc(-c2ccccc2)c(N2CCOCC2)s1
  i	-6
CC(C)Nc1nc(-c2ccccc2)nc(-n2ccnc2)n1
  ?	·
COc1ccc(CN2CCCC(C(=O)N3CCCC3)C2)c(OC)c1 (stereo not drawn)
  ?	·
O=C(COc1ccc(Cl)cc1Cl)Nc1ccc(C(=O)Nc2ccccc2C(=O)O)cc1
  ?	·
COc1ccc(Cc2nc(-c3cccnc3)no2)cc1OC
  ?	·
O=C(c1cccc(F)c1)N1CCN(c2ccc([N+](=O)[O-])c(N3CCOCC3)c2)CC1
  ?	·
O=C(NC1=NCCS1)c1cccc(S(=O)(=O)N2CCc3ccccc32)c1
  ?	·
CC1CN(S(=O)(=O)c2cccc(C(=O)NCC3COc4ccccc4O3)c2)CC(C)O1 (stereo not drawn)
  ?	·
CN(C1CCCCC1)S(=O)(=O)c1ccc(S(=O)(=O)N2CCN(CCC#N)CC2)cc1
  1%	-5
CCOc1ccc(Nc2nc(N)c([N+](=O)[O-])c(N3CCN(C)CC3)n2)cc1
  ?	·
CCN(CC)CCn1c2ccc(Cl)cc2c2nc(C)sc21
  i	·
Cc1ccc(-n2nccc2-c2nn(-c3cccc(C(F)(F)F)c3)c(=O)n(C)c2=O)cc1
  28%	-7
CCC(=O)OC1(C#CCOc2ccc(OC)cc2)CCN(C)CC1
  ?	·
NS(=O)(=O)c1cccc(NC(=O)CSc2nnc(C3CC3)n2Cc2ccccc2)c1
  ?	·
O=S(=O)(c1ccc(F)cc1)N1CCN(c2ccc(-c3ccccc3)nn2)CC1
  ?	·
CCOc1ccc(OCC(=O)Nc2ccc(S(N)(=O)=O)cc2)cc1
  -2%	2
Cc1ccc(/C=C/c2onc(C)c2S(=O)(=O)N2CCC(C(=O)NC(C)(C)C)CC2)cc1
  22%	2
CCOC(=O)N1CCC(Nc2ncnc3c2cnn3-c2ccccc2)CC1
  -20%	-17
O=C(COC(=O)COc1ccccc1)NCc1ccco1
  ?	·
CC(C)Sc1nc(SCC(=O)O)c2c3c(sc2n1)COC(C)(C)C3
  12%	-10
COC(=O)c1sc(N)c(C(=O)OC)c1COC(=O)CNS(=O)(=O)c1ccc(C)cc1
  ?	·
CCOC(=O)N1CCN(C(=O)CNC(=O)c2ccc(Cl)cc2Cl)CC1
  ?	·
COc1cccc(NC(=O)CSc2ccc3nnc(-c4cccnc4)n3n2)c1
  ?	·
CCC(CC)c1nnc(NC(=O)/C=C/c2ccco2)s1
  ?	·
c1cn(-c2ccc(-c3ccnc4ncnn34)cc2)cn1
  ?	·
COC(=O)COc1ccc2c(c1C)O/C(=C\c1ccco1)C2=O
  -24%	-6
CCOC(=O)c1ccc(CNC(=O)CCC(=O)O)cc1
  i	·
O=C1CCCC2=C1Sc1ccccc1N2
  11%	4
Cc1cc(Cl)c(S(=O)(=O)Nc2ccc3c(c2)OCO3)cc1OCC(=O)NC1CCCCC1
  ?	·
CC(C)(C)C(=O)Nc1ccc(C(=O)COC(=O)C2=COCCO2)cc1
  ?	·
O=C(N/N=C/c1cc([N+](=O)[O-])ccc1O)c1cccc(NC(=O)c2cccc(Cl)c2)c1
  ?	·
Cc1ccc2cc(CN(CCN3CCCC3)C(=O)Nc3ccccc3)c(=O)[nH]c2c1C
  i	16
Cc1cccc(N2CCN(C(=S)NC3CCCCC3)CC2)c1C
  12%	5
CC(CNS(=O)(=O)c1ccccc1)Sc1ncccn1 (stereo not drawn)
  ?	·
COc1ccc(C)cc1NC(=O)Nc1cccc(C(=O)O)c1
  -14%	25
CC(C)(C)NC(=O)C(=O)NNC(=O)c1ccco1
  -12%	-2
Cn1c(=O)c([N+](=O)[O-])c(Cl)c2ccccc21
  ?	·

Next results follow:
Fields – S3 lipid droplet	S3 lipid droplet cell count max
Cc1ccn2c(CNCCn3cccn3)c(C(=O)N3CCCCCC3)nc2c1
  -2%	13
O=C(NCc1cccnc1)c1cccc(-c2cc3ccccc3oc2=O)c1
  ?	·
COc1cc(Br)c(CN2C(=O)NC3(CCCCCC3)C2=O)cc1OC
  ?	·
COC(=O)c1cnc2c(C(F)(F)F)cccc2c1OC
  ?	·
Cc1ccc(O)c(C(=O)c2coc(=N)c(C(=O)NC(C)C)c2)c1
  i	23
O=C(CC12CC3CC(CC(C3)C1)C2)N1CCCC1
  ?	·
COc1ccc(/C=C/c2nc3ccccc3n2Cc2ccc(OC)c(OC)c2)cc1
  ?	·
Cc1ccccc1CSc1nnc(CCCCCNC(=O)OC(C)(C)C)o1
  1%	7
COc1ccc(C2=[N+]([O-])C(C)(C)N(O)C2C)cc1 (stereo not drawn)
  10%	0
COc1cc(OC)cc(C(=O)N[C@H](C(=O)Nc2nc3ccc(S(C)(=O)=O)cc3s2)C(C)C)c1
  ?	·
O=C(NC1CCCCC1)N(Cc1nc2ccccc2c(=O)[nH]1)C1CCCC1
  22%	-9
O=C(CCNC(=O)c1ccco1)NCCc1ccc(Cl)cc1
  ?	·
CC(C)(C)NC(=O)CSc1nc(O)cc(=O)n1-c1ccccc1F
  2%	1
CCOc1ccc(C2NC(=O)c3sc(=S)n(-c4ccccc4)c3N2)cc1 (stereo not drawn)
  -1%	9
COc1ccccc1NC(=O)Cc1nnc(SCC(=O)NC2=NCCS2)n1C
  ?	·
CC(C)C(=O)Nc1nnc(Cc2ccccc2)s1
  ?	·
CC(=O)/C(C#N)=C1\NC(=O)C(Cc2ccccc2C)S1 (stereo not drawn)
  ?	·
CCOC(=O)C1CCN(CC(=O)c2c(C)[nH]c3cc(C)ccc23)CC1
  ?	·
COC(=O)C(CCSC)NC(=O)c1cc2c(n(-c3ccc(C)cc3)c1=O)CCCC2=O (stereo not drawn)
  ?	·
Cc1c(CC(=O)NCCCC(=O)O)c(=O)oc2cc3oc4c(c3cc12)CCCC4
  i	8
COc1cc(/C=C/C(=O)c2ccc3c(c2)OCO3)cc(Cl)c1O
  ?	·
COC(=O)CN1C(=O)N/C(=C/c2cc3c(cc2OC)OCO3)C1=O
  -10%	-8
CCOc1ccc(NC(=O)c2ccncc2)cc1
  ?	·
CC(=O)c1ccc(Sc2ccccn2)c([N+](=O)[O-])c1
  ?	·
Cc1ccc(OC(=O)c2cccc([N+](=O)[O-])c2)c(-n2nc3ccccc3n2)c1
  11%	-1
Cc1nnc(N2C(=O)C(=O)/C(=C(/O)c3ccc4c(c3)OCCO4)C2c2ccc(F)cc2)s1 (stereo not drawn)
  ?	·
O=C1OCC/C1=C\c1ccccc1
  2%	8
CCN(CC(=O)Nc1c(F)cccc1F)C(=O)COc1ccc2c(c1)CCC2
  20%	·
O=C(NC1CCCC1)C(c1ccsc1)N(CCc1ccccc1)C(=O)Cc1cccs1 (stereo not drawn)
  -1%	3
O=C(Nc1ccc(Cl)c(Cl)c1)c1ccccc1
  ?	·
O=C(CN1CCCCCC1)Nc1cccc(Br)c1
  ?	·
